GalR3 antag: blocks the human galanin receptor 3; O60755; HEK293 GalR3-CNG cAMP membrane potential fluorescence; galR3 body fused to GalR1 C-terminus; inhibition, % at 3 µM; 360,000 tested, 0.44% active; AID 651719;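 active = inhibition above the screen-wide average plus 3 SD, cut at about 13% in these data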;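 also: forskolin and galanin both at EC90 stimulate the cells; cAMP rise reported by CNG channel membrane potential dye signal; 0% = forskolin plus galanin with DMSO and 100% = forskolin alone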
Target sequence (O60755 1-299 limits assumed): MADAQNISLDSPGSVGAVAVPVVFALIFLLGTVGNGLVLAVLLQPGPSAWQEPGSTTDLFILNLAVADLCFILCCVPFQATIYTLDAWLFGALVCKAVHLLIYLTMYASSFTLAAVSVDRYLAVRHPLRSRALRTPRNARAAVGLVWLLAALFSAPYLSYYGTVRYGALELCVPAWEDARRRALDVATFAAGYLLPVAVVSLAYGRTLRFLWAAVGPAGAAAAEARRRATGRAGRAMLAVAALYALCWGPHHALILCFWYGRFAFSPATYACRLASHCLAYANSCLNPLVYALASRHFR
Starred values were filed as active, the others as inactive.

SMILES	GalR3 antag
OCCN1CCN(c2ncnc3c2ncn3[C@H]2CN(Cc3ccco3)C[C@@H](CO)O2)CC1	-4
CC1(C(=O)NS(=O)(=O)c2cccc(F)c2)CCN1C(=O)Cc1ccccc1 (centres undefined)	-7
Cc1ccc(Cc2c(-c3ccccc3)nc3cc(C)c(Br)c(C)n23)cc1	-5
CSc1ccc(CN2CCC(C)(Oc3cccc(C#N)c3)C2)cc1 (centres undefined)	-4
CC1(C(=O)NS(=O)(=O)c2cccc(C#N)c2)CCN1C(=O)CCC1CCCC1 (centres undefined)	-8
NC(c1csc(Nc2cc(Oc3ccccc3)ncn2)n1)C1CCCCC1 (centres undefined)	-2
CC(=O)Nc1cccc(-c2cc(NC=O)c3ncc(-c4ccc(C(C)=O)cc4)n3c2)c1	8
CCc1nc2ccc(C(=O)N(CC)CCN(C)C)cn2c1N(C)Cc1cccs1	-2
CC(C)Oc1cc(F)ccc1-c1cc(C(=O)Nc2cccc(Cl)c2)[nH]n1	-7
COCCN1C(=O)COc2ccccc2C1C(=O)NCc1ccccc1 (centres undefined)	-4

The closing 6 compounds of the section above open the next one:
SMILES	GalR3 antag
CC1(C(=O)NS(=O)(=O)c2cccc(C#N)c2)CCN1C(=O)CCC1CCCC1 (centres undefined)	-8
NC(c1csc(Nc2cc(Oc3ccccc3)ncn2)n1)C1CCCCC1 (centres undefined)	-2
CC(=O)Nc1cccc(-c2cc(NC=O)c3ncc(-c4ccc(C(C)=O)cc4)n3c2)c1	8
CCc1nc2ccc(C(=O)N(CC)CCN(C)C)cn2c1N(C)Cc1cccs1	-2
CC(C)Oc1cc(F)ccc1-c1cc(C(=O)Nc2cccc(Cl)c2)[nH]n1	-7
COCCN1C(=O)COc2ccccc2C1C(=O)NCc1ccccc1 (centres undefined)	-4
CCOC(=O)[C@]12Cc3c(cc(OC)c(OC)c3OC)[C@H]1N(Cc1ccccc1)C(=O)c1cc(F)c(F)cc12	-8
C[C@@H]1CC2=C(C(=O)OC(C)(C)O2)[C@H](c2ccc(Cl)cc2)O1	-8
C[C@H](CO)N1C[C@H](C)[C@@H](CN(C)C(=O)Nc2ccnc(N3CCOCC3)c2)OCc2cn(nn2)CCCC1=O	-7
O=C(O)c1cccc(-c2csc(C(O)c3ccccc3)n2)c1 (centres undefined)	-5
CCc1nc2c(OCC(=O)c3ccc(F)cc3)cccn2c1N(C)C(=O)c1ccccc1F	-7
CNc1cccc(-c2cc(OC)ccc2OC)n1	-4
COc1ccc(C(C)=O)cc1CN1C(=O)C(C)ON=C1c1ccccn1 (centres undefined)	5
c1cc(-c2ccsc2)n2cnnc2c1	-5
CC1(C(=O)NS(=O)(=O)C2CC2)CCCN(C(=O)/C=C/c2ccccc2)C1 (centres undefined)	-6
COc1ccc(NC(=O)N(C)C[C@@H]2OCCCC[C@@H](C)Oc3ccc(NS(C)(=O)=O)cc3C(=O)N([C@H](C)CO)C[C@@H]2C)cc1	-3
CC(C)CN1C(=O)CN(S(C)(=O)=O)CC1(C)C(=O)NC(C)C (centres undefined)	-6
CN(C)C(=O)c1cccc(-c2cccc(-c3nc(C(=O)NCc4ccccc4)cc4c3[C@H](CCO)N(S(=O)C(C)(C)C)C4)c2)c1 (some centres undefined)	-1
COC(=O)c1ccccc1C(=O)c1c(C)cc(C)cc1C	-7
N#CC(C#N)=NNc1ccc2cn[nH]c2c1	-7
CC1(C(=O)NS(=O)(=O)c2ccc(F)cc2F)CCN1C(=O)CC(c1ccccc1)c1ccccc1 (centres undefined)	-5
CNC[C@H]1Oc2cc(Br)ccc2S(=O)(=O)N([C@@H](C)CO)C[C@H]1C	-5
CCCCC(=O)N(C)c1c(CC)nc2c(OCCC3CCCCC3)cccn12	-6
O=C(C[n+]1cccc(/C=N/O)c1)NC(=O)Nc1ccccc1	-11
Cc1cccc(C)c1NC(=O)C(c1ccccc1)N1CCN(c2ccc(C(F)(F)F)cn2)CC1 (centres undefined)	-1
Cc1ccc2nc(CN(C)C(=O)[C@@H](Cc3ccccc3)NC(=O)[C@H]3O[C@@H](n4cnc(C(N)=O)n4)[C@H](O)[C@@H]3O)[nH]c2c1	-2

Part of the list above in a different format.
smiles,GalR3 antag
CN(C)C(=O)c1cccc(-c2cccc(-c3nc(C(=O)NCc4ccccc4)cc4c3[C@H](CCO)N(S(=O)C(C)(C)C)C4)c2)c1 (some centres undefined),-1
COC(=O)c1ccccc1C(=O)c1c(C)cc(C)cc1C,-7
N#CC(C#N)=NNc1ccc2cn[nH]c2c1,-7
CC1(C(=O)NS(=O)(=O)c2ccc(F)cc2F)CCN1C(=O)CC(c1ccccc1)c1ccccc1 (centres undefined),-5

Later entries
SMILES	GalR3 antag
CN(C)CCNC(=O)c1ccc(-c2cnn(C)c2)c2ccoc12	-4
CC(C)CNc1ncnc2c1ncn2[C@H]1CN(Cc2ccncc2)C[C@@H](CO)O1	-5
COc1ccc(-c2coc3c(C(=O)NCc4cccc(Cl)c4)cccc23)c(C)c1	-8
c1ccc(-c2nc3ccccc3nc2-c2ccc(CN3CCC4(CC3)CNc3ccccc34)cc2)cc1	-2
CC1(C(=O)Nc2ccc3ccccc3c2)CCC(=O)N1C1CC1 (centres undefined)	4
CN(C)c1ccc(-c2[nH][nH]c(=O)c2NC(=O)c2ccccn2)cc1	-5
O=C(Nc1cccc2ccccc12)c1ccc2sc([C@@H]3O[C@H](CO)[C@@H](O)[C@H]3O)nc2c1	-4
CC1(C(=O)NS(=O)(=O)c2ccc3ccccc3c2)CCN1C(=O)Cc1ccc(Cl)cc1Cl (centres undefined)	-8
COc1ccc(C2=Nc3ccccc3N(C(=O)Cc3cc(OC)cc(OC)c3)C2C(=O)NC(C)C)cc1 (centres undefined)	-4
COc1ccccc1-c1cc(NC=O)c2ncc(-c3cccc(C(C)=O)c3)n2c1	-5
CCCNC(=O)c1cc2c(c(-c3cccc(-c4ccccc4F)c3)n1)[C@H](CCO)N(C(=O)CC1CC1)C2	-7
O=C1CCCCCCC(=O)[C@H](O)C[C@H](c2ccccc2)O1	-5
Fc1cc(Cl)cc2ccc(-c3ccccc3)nc12	-6
CCCCCCCCN1C(=O)[C@H](CC(=O)NCCCOC)C[C@@]2(C(=O)OC)CC(C)(C)CC=C12	-2
Cn1cc(-c2coc3c(C(=O)NCc4cccc(Cl)c4)cccc23)cn1	-2
CS(=O)(=O)N1CCCCC1c1cc(C(=O)Nc2ccc3c(c2)OCO3)no1 (centres undefined)	-6
CCC(CC)C(=O)N(C)c1c(C)nc2c(OCc3ccc(Cl)cc3Cl)cccn12	-4
Cc1cccc(C)c1NC(=O)C(c1ccccc1F)n1c(=O)c(-c2ccco2)nc2ccccc21 (centres undefined)	-8
O=C(NCc1ccccc1)C(c1cc2ccccc2o1)n1c(=O)c(-c2ccccc2)nc2ccccc21 (centres undefined)	-5
Cc1ccc(CNC(=O)Nc2nnc([C@@H]3C[C@H](O)[C@@H](CO)O3)s2)cc1	-6
COCCNC(=O)C1CCCN(C(=O)Cc2cccc3ccccc23)CC1 (centres undefined)	-8
CC1(C(=O)Nc2ccc3c(c2)OCCO3)CCN1Cc1ccccc1OC(F)F (centres undefined)	-5
CCCN1C[C@@H](C)[C@@H](OC)CN(C)C(=O)c2ccc(NC(=O)c3cccc(F)c3)cc2OC[C@H]1C	-2
CN1C(=O)[C@@]2(O[C@H]3[C@H]4C=C[C@@H]([C@H]5C(=O)N(Cc6ccccc6)C(=O)[C@@H]45)N3C3=C2C(=O)CC3)c2ccccc21	-5
CN(C)CCCNc1nc2cc(-c3ccc4c(ccn4C)c3)sc2c(=O)n1C	-6
C=CCN1C(=O)c2n[nH]c(C)c2C1c1ccc(C)cc1 (centres undefined)	-4
C[C@@H](c1ccccc1)N1C[C@@H](COCc2ccccc2)Oc2cc(N3CCC[C@H]3C(N)=O)ccc2S1(=O)=O	3
C=CCN=C1NC(c2ccccc2C(F)(F)F)C(C(=O)OC)=C(C)N1Cc1ccc(C(F)(F)F)cc1 (centres undefined)	-3
COc1ccc(NC(=O)c2cc(-c3cc(F)ccc3OCC3CCCO3)n[nH]2)c(C)c1 (centres undefined)	-1
CCc1nc2c(OCc3ccc(F)c(F)c3)cccn2c1N(C)C(=O)c1ccc(OC)cc1	-7
COc1cc(CNC(=O)Nc2nc(C(N)Cc3ccc(C(F)(F)F)cc3)cs2)cc(OC)c1OC (centres undefined)	-8
COc1ccccc1-c1csc(C(O)c2ccc(F)c(F)c2)n1 (centres undefined)	-7
CCCCNC(=O)C1c2ccccc2OCC(=O)N1CC(F)(F)F (centres undefined)	-1
COCCNC(=O)C1(C)CCN(Cc2ccccc2C#N)C1 (centres undefined)	-6
C#CCn1cc(CNC[C@H]2O[C@@H](n3cnc4c(=O)[nH]c(N)nc43)[C@H](O)[C@@H]2O)c2ccccc21	-4
O=C(CC[C@H]1O[C@@H](n2cnc3c(NC(=O)c4ccccc4)ncnc32)[C@H](O)[C@@H]1O)NCC1CCN(Cc2ccccc2)CC1	-6
O=C(NCC1CC1)C1Cc2c(-c3ccccc3Oc3ccccc3)ccnc2O1 (centres undefined)	-8
O=C(NCc1ccccc1)c1cc(C2COCCN2S(=O)(=O)c2ccccc2)on1 (centres undefined)	-7
CCNC(=O)C1CCCN(C(=O)c2ccco2)CC1 (centres undefined)	-8
CCNC(=O)C1CCCN(Cc2cc(C(F)(F)F)ccc2Cl)CC1 (centres undefined)	-4
COC(=O)C1=C(C)N(C)C(=NCc2cc(OC)c(OC)c(OC)c2)NC1c1cccc(C(F)(F)F)c1 (centres undefined)	-4
CC1(C(=O)Nc2ccc3c(c2)OCCO3)CN(S(C)(=O)=O)CC(=O)N1CC(F)(F)F (centres undefined)	-3
CC(=O)Nc1cc2nc3ccccc3oc-2cc1=O	-6
COC(=O)C1=CN(c2ccc(Oc3ccccc3)cc2)C(N)=C(C#N)C1c1ccc(-c2ccccc2)cc1 (centres undefined)	-6
Cc1ccccc1-c1cc2nc(Oc3ccc4c(c3)OCO4)n(C)c(=O)c2s1	3
Cc1ccc2nc(C3CCCCC3)c(CC(C)(C)C)n2c1	-7
CCCCNC(=O)c1nc(-c2ccncc2)oc1-c1ccc(OC(F)(F)F)cc1	-6
CC(O)(c1ccc(F)c(F)c1)c1nc(-c2ccc(S(C)(=O)=O)cc2)cs1 (centres undefined)	-4
O=C(Nc1nnc([C@@H]2C[C@H](O)[C@@H](CO)O2)s1)c1cccc(Cl)c1	-6
CCCNC(=O)c1cc(C2CCCN(C(=O)c3cc(F)ccc3C)C2)on1 (centres undefined)	-4

Next section
SMILES	GalR3 antag
c1ccc2sc(-n3cc(C4CCCCC4)nn3)nc2c1	-4
O=C(Nc1cccc(C(F)(F)F)c1)C1Cc2c(-c3ccco3)ccnc2O1 (centres undefined)	-5
CCCCOCCCNC(=O)C[C@@H]1C[C@@]2(C(=O)OCC)CCC=C2N(Cc2ccco2)C1=O	-7
O=C(Nc1cccc(Cl)c1)c1csc(COCCO)n1	2
CC1(C)OC(C)(C)C(=N/O)/C1=N\N	-8
CC(C)(C(=O)N1CCC1(C)C(=O)NS(=O)(=O)c1ccccc1Cl)c1ccccc1 (centres undefined)	-6
COC(=O)C[C@@H]1CC[C@H](NC(=O)CC2CC2)[C@@H](CO)O1	-5
COC(=O)[C@@]12C[C@@H](CC(=O)NCc3ccccc3)C(=O)N(Cc3ccccc3)C1=CCC(C)(C)C2	-2
CCCCOc1ccc(C(=O)NC2CCCCN(C)C2=O)cc1 (centres undefined)	-3
CN(Cc1ccccc1)C(=O)C(=O)c1ccccc1	1

Reprinted from the part before: 2 entries; new compounds follow.
SMILES	GalR3 antag
CCCCOc1ccc(C(=O)NC2CCCCN(C)C2=O)cc1 (centres undefined)	-3
CN(Cc1ccccc1)C(=O)C(=O)c1ccccc1	1
CC1(C(=O)NS(=O)(=O)c2ccccc2C(F)(F)F)CCN1C(=O)COc1ccc(Cl)cc1 (centres undefined)	-5
Cc1ccc(S(=O)(=O)N2[C@H](c3ccc(Cl)cc3)CC(=O)[C@@H]3CN(S(=O)(=O)c4ccccc4C)[C@H](c4ccc(Cl)cc4)C[C@@H]32)cc1	0
Cc1ccc(Cn2c(C)c(C(=O)NCc3cccs3)sc2=O)cc1	-1
Cc1ccc(CNC(=O)Nc2nnc([C@H]3C[C@H](O)[C@@H](CO)O3)s2)cc1	-3
O=C(c1cccc(-c2cncc3nccn23)c1)N1CCOCC1	-5
COc1ccc(C(=O)c2[nH]c(N)c(C(=O)NCCc3c[nH]c4ccccc34)c2-c2c(F)cccc2Cl)cc1	-6
Nc1nc2c(ncn2[C@@H]2O[C@H](CNC(=O)[C@H](N)Cc3cncn3COCc3ccccc3)[C@@H](O)[C@H]2O)c(=O)[nH]1	-1
CN1CCN(C2CN(Cc3ccc(F)cc3)S(=O)(=O)C2)CC1 (centres undefined)	2
FC(F)C(F)(F)Oc1cccc(Nc2nccn3c(-c4cccc5ccccc45)cnc23)c1	5
CCCCC(=O)N(C)c1c(CC)nc2c(OCc3ccccc3C)cccn12	-2
CC1(C(=O)NCc2ccc3c(c2)OCO3)CCN1C(=O)CCc1ccc(Cl)cc1Cl (centres undefined)	0
CC(=O)C1=C(C)N(Cc2ccc(Cl)cc2)C(=S)NC1c1ccc(F)cc1 (centres undefined)	-2
CC(=O)N1Cc2cc(C(=O)NCC(F)(F)F)nc(-c3cccc(-c4cc5ccccc5o4)c3)c2[C@H]1CCO	-4
O=C(C[C@@H]1CC[C@H](NC(=O)Nc2ccc(F)cc2)[C@@H](CO)O1)NCc1cccc(F)c1	-4
C#Cc1ccc(NC(=O)C2(C)CCN2C(=O)C/C=C/c2ccccc2)cc1 (centres undefined)	-6
CC(C)(C)n1nnnc1C(c1ccccc1)N1CCN(c2ccccn2)CC1 (centres undefined)	-5
Cc1ccccc1-c1cc2nc(NCc3ccc4occc4c3)n(C)c(=O)c2s1	-4
Cc1cc(NC(=O)Cc2c(C)[nH]c3ccccc23)ccc1Oc1cccnc1	-7
NC(=O)c1cccc(-c2coc3c(C(=O)NCCc4ccccc4)cccc23)c1	1
CSc1n[nH]c(-c2cccs2)n1	-6
Nc1[nH]c(C(=O)c2ccccc2)c(-c2ccc(Cl)cc2Cl)c1C(=O)c1ccc(Cl)c(Cl)c1	-5

Screening data as filed in PubChem BioAssay.

The list is partial; the hit share may differ from the screen's.
